PTEN del growth: growth suppressors of cells with PTEN tumor suppressor deletion; HCT116 PTEN-null viability, CellTiter-Glo, 60 h; active compounds read low; viability, % at 10 µM; 140,000 compounds, 1.2% hits;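 active = viability at or below a set limit, 4 SD under the median of all tested compounds, cut at about 3.7% in these data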;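 note: PTEN knockout HCT116 line with beta catenin targeted HCT116 as companion control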
GALR2 blocker: antagonists of human galanin receptor 2 (GALR2). inhibition, % at 4 µM. O43603. AID 828. GALR2-expressing cells, antagonist mode. 140,000 compounds, 0.39% hits; in the data active = inhibition above about 27%;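 note: cells stimulated with galanin 1-16 at roughly its EC80; 0% = agonist challenge control and 100% = basal control without agonist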
Target sequence (O43603 whole entry, looked up): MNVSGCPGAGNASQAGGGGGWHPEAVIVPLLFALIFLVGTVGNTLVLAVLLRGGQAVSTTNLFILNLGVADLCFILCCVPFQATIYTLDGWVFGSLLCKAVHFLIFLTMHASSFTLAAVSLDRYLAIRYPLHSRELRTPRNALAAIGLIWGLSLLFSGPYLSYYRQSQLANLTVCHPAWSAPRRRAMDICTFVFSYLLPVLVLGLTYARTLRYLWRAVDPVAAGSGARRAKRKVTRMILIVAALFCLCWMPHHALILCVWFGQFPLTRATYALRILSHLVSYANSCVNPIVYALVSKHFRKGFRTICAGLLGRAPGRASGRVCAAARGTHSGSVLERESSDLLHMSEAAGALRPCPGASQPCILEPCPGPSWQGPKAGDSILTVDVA
Phagocyt inh: macrophage phagocytosis inhibition. 110,000 compounds, 0.07% hits. J774A.1 macrophage IgG-bead phagocytosis, imaging. AID 1029. inhibition, % at 5 µM;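 active = inhibition above the mean of the plate negative controls plus 5 SD, cut at about 13% in these data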;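 note: phagocytic index as fraction of beads internalized from green versus red external bead signal; plate controls were DMSO negative control for no effect and cytochalasin-D positive control for full effect; some results beyond the cut were filed as inactive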
bCat KO growth: beta-catenin-lacking colon tumor cell growth suppression | 140,000 compounds, 1.5% hits | HCT116 beta-catenin knockout viability, CellTiter-Glo, 60 h; active compounds read low | viability, % at 10 µM;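 active = viability at or under a set limit, the compound median less 4 SD, cut at about 6% in these data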;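 note: 0% = Hyamine 1622 control at 20 µM and 100% = untreated cell control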
MRP1 act: activates MRP-1. H69AR cells + doxorubicin, viability rescue, CellTiter-Glo. AID 799. viability increase, % at 10 µM. 140,000 compounds, 0.61% hits;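 active = viability gain under doxorubicin at or above a set limit, the compound median plus 3 SD, cut at about 4.7% in these data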;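 note: MRP-1 overexpressing cells given doxorubicin 25 µM after compound pretreatment; 18-22 h compound pretreatment then 72 h with doxorubicin before readout; 0% = doxorubicin-only wells and 100% = vehicle-treated cells without doxorubicin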
Measles CPE: protection of cells from measles virus | AID 841 | protection (pct of control), % at 4 µM | 140,000 compounds, 1.5% hits | Measles virus-infected cells, CPE protection, absorbance; in the data active = protection mostly above about 24%, no sharp cut-off; inactive = mostly below about 26%; note: some compounds called inactive have numbers as strong as hits
NPY Y2 blocker: antagonists of human neuropeptide Y receptor Y2; NPY-Y2 expressing cells, antagonist mode; P49146; 140,000 compounds, 0.99% hits; inhibition, % at 2.7 µM; AID 793; in the data active = inhibition above about 17%;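 note: 0% = vehicle with agonist challenge and 100% = reference antagonist with challenge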
Target sequence (P49146 whole entry, looked up): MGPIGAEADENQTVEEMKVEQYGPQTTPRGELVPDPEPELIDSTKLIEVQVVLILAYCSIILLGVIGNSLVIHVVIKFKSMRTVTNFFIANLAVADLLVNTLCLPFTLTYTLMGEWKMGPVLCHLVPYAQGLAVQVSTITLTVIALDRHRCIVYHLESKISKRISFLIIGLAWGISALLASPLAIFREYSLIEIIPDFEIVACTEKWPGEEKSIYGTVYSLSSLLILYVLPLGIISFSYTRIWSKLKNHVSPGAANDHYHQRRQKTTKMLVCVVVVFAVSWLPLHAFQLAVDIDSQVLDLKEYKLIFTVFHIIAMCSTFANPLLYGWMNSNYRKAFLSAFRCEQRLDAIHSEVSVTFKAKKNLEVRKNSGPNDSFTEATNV
Yeast growth inh: reduces growth of yeast BB579 in restrictive medium | S. cerevisiae BB579 growth, OD615, 48 h | inhibition, % at 10 µM | 140,000 compounds, 0.51% hits | AID 804;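 active = inhibition above a set limit, 3 SD over the mean compound inhibition, cut at about 44% in these data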; note: inactives centre near -24
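Test system: S. cerevisiae DeaD strain BB579 yeast; Medium: restrictive CSMM-D medium; Compound: one dose, 10 µM compound with 0.25% DMSO; Incubation: 4 h cell preincubation, 48 h compound exposure, 30 °C humidified; Signal: OD at 615 nm; Benchmarks: amphotericin B at 10 µg/mL as positive control.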
E-sel TNF inh: TNF alpha driven E-selectin expression inhibition | HUVEC TNFa-induced E-selectin immunofluorescence, high content | inhibition, % at 2 µM | 120,000 compounds, 0.71% hits | AID 1246;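 active = inhibition above the batch mean plus 3 SD, and confirmed as a hit on visual image review, cut at about 43% in these data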;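 note: 0% = TNF-stimulated DMSO wells and 100% = unstimulated control wells; not every result past the cut was called active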
Yeast life ext: yeast lifespan extension; S. cerevisiae growth with nicotinamide, OD615; deaD strain in restrictive glucose medium; inhibition of the nicotinamide effect, % at 10 µM; 130,000 compounds, 0.68% hits; AID 775;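 active = inhibition above a set limit, placed 3 SD over the median of all compounds, cut at about 26% in these data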;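 note: 0% = nicotinamide-treated wells and 100% = cells grown without nicotinamide; some compounds called inactive have numbers as strong as hits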
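System: Modified budding yeast, DeaD strain | Buffer or medium: Restrictive glucose medium | Also added: 1.5 mM nicotinamide | Doses: 10 µM single point, 0.25% DMSO | Schedule: 48 h compound exposure at 30 °C, humidified | Detection: Absorbance at 615 nm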
An asterisk follows results filed as active; nt = not tested or not shown.

SMILES | PTEN del growth | GALR2 blocker | Phagocyt inh | bCat KO growth | MRP1 act | Measles CPE | NPY Y2 blocker | Yeast growth inh | E-sel TNF inh | Yeast life ext
Cc1ccccc1-n1c(Cn2c(=O)sc3ccccc32)nnc1SCC(=O)NCC1CCCO1 (centres undefined) | 91 | 3 | 0 | 86 | -0.5 | 3 | 0 | -40 | nt | -1
CC(C)N(Cc1nc(-c2ccccc2)no1)C(=O)Cc1ccccc1 | 85 | -6 | 0 | 88 | 0.2 | 5 | 3 | 16 | 0 | -6
CN(c1ccc(OCC(=O)OCC(=O)Nc2ccc(F)cc2)cc1)S(=O)(=O)c1ccc(Cl)cc1 | 95 | -7 | -9 | 89 | 1.3 | 26 | 1 | -52 | nt | 1
CCCCSCCCNC(=O)CS(=O)Cc1nc(-c2cccc(C)c2)oc1C (centres undefined) | 88 | 7 | 1 | 80 | 0.4 | 9 | 6 | -52 | 7 | 18
CCN1C/C(=C\c2cccc(C)c2)c2nc3ccccc3c(C(=O)O)c2C1 | 97 | 6 | nt | 111 | -0.4 | 5 | 2 | -63 | nt | -12
O=C(CC1Oc2ccccc2NC1=O)NC1CC1 (centres undefined) | 99 | 8 | nt | 104 | -1.2 | 11 | 3 | -1 | -11 | -8
CC(Oc1ccccc1)C(=O)Nc1cccc(F)c1 (centres undefined) | 97 | -13 | 0 | 97 | -2.7 | 7 | -2 | -15 | -11 | -23
Cc1cc(/C=N/NC(=O)c2nn(C)cc2Cl)c(C)n1-c1cccc(Br)c1 | 81 | 0 | -2 | 81 | -0.2 | 6 | 0 | -59 | 5 | -1
Nc1nonc1-n1nnc(C(=O)c2ccccc2)c1-c1ccccc1 | 94 | 17 | nt | 96 | 2.1 | 1 | 4 | -39 | 0 | -1
CC1(C)NC(C)(C)c2nonc2/C1=N\O | 91 | 7 | -1 | 86 | -0.1 | 1 | 0 | -16 | -28 | -4

Next part; the last 2 above are carried over.
SMILES | PTEN del growth | GALR2 blocker | Phagocyt inh | bCat KO growth | MRP1 act | Measles CPE | NPY Y2 blocker | Yeast growth inh | E-sel TNF inh | Yeast life ext
Nc1nonc1-n1nnc(C(=O)c2ccccc2)c1-c1ccccc1 | 94 | 17 | nt | 96 | 2.1 | 1 | 4 | -39 | 0 | -1
CC1(C)NC(C)(C)c2nonc2/C1=N\O | 91 | 7 | -1 | 86 | -0.1 | 1 | 0 | -16 | -28 | -4
CC1CCN(C(=O)C2CCN(S(=O)(=O)c3cnc[nH]3)CC2)CC1 | 96 | 4 | -1 | 95 | -0.1 | 6 | 2 | -7 | 4 | 1
Cc1sc2nc(SCC(=O)NCCO)n(C)c(=O)c2c1C | 104 | 9 | 0 | 100 | -0.1 | 3 | 1 | -64 | -1 | 1
O=C(Nc1ccc(N2CCCCC2)cc1)c1ccc2c(c1)OCCO2 | 58 | -4 | nt | 48 | 1.6 | 4 | 0 | -9 | -21 | -6
Cc1cc(C)nc(Nc2ccc(N3CCOCC3)cc2)n1 | 103 | -3 | 0 | 101 | -2.4 | 8 | -2 | -32 | 1 | -9
Cc1c(C(=O)Nc2ccccc2)cn2c(nc3ccccc32)c1C#N | 102 | -9 | -7 | 91 | -2.5 | 19 | 6 | -31 | nt | -1
CC1CCCN(CCC(=O)Nc2ccc3c(c2)CCC3)C1 (centres undefined) | 86 | 4 | nt | 86 | -4.0 | 9 | 3 | -21 | 5 | nt
CCCCc1ccc(S(=O)(=O)NNC(=S)NCc2ccco2)cc1 | 90 | 11 | -3 | 94 | -0.5 | 7 | 4 | -25 | -15 | 4
O=C(Nc1ccc(F)cc1)C(c1ccccc1)N1CCN(S(=O)(=O)c2ccccc2)CC1 (centres undefined) | 70 | -8 | -12 | 72 | -1.0 | 0 | 2 | -25 | nt | 3
COC(=O)C(NC=O)C(O)(Cc1ccccc1)C(F)(F)F (centres undefined) | 93 | 7 | 0 | 92 | -1.7 | 20 | -1 | -42 | -23 | -7
COC(=O)C1(C)NC(c2ccco2)C2C(=O)N(c3ccc(C)cc3)C(=O)C21 (centres undefined) | 91 | 3 | 0 | 97 | -2.4 | 14 | 1 | 22 | -3 | -5
C/C(=N\N=C(/N)SC1CC(=O)N(c2ccccc2)C1=O)c1cccs1 (centres undefined) | 102 | -6 | -3 | 107 | -0.1 | 16 | 1 | -37 | -16 | -8
COC(=O)c1ccc(OC(=O)C2CC(=O)N(c3cccc(C)c3)C2)cc1 (centres undefined) | 104 | -3 | 4 | 93 | -0.6 | 20 | -1 | -66 | 16 | -12
Cc1ccc(S(=O)(=O)N2CCN(C(=O)N(C)C)CC2)cc1C | 86 | 0 | -1 | 98 | -0.7 | 5 | 0 | -32 | -17 | -8
O=C(Nc1ccccc1)C1=C(O)CC(c2ccco2)CC1=Nc1ccccc1 (centres undefined) | 79 | 2 | nt | 76 | -2.4 | 5 | 11 | 0 | nt | -12
C[C@]12C=CC(=O)C=C1CC[C@H]1[C@@H]3C[C@@H](O)[C@](O)(C(=O)CO)[C@@]3(C)C[C@H](O)[C@@]12F | 104 | -10 | nt | 100 | 5.2* | 3 | 0 | -19 | nt | 1
O=C(COc1ccccc1Cl)N(Cc1ccco1)C1CCS(=O)(=O)C1 (centres undefined) | 95 | 3 | -1 | 101 | -3.8 | 10 | 2 | -24 | -39 | -5
CCOc1ccccc1NC(=O)CCN(c1ccc(C)cc1)S(=O)(=O)c1ccccc1 | 95 | -6 | -11 | 82 | -0.3 | 4 | 4 | -17 | -12 | -1
CCOC(=O)c1cc(-c2ccc(OC(F)F)cc2)nc2c1c(=O)[nH]c(=O)n2C | 91 | 12 | -6 | 84 | -2.2 | 17 | 0 | 6 | nt | 4
COc1ccc(OC)c(N/C=C2/CCCCC2=O)c1 | 95 | 7 | -2 | 92 | -1.9 | 28 | 3 | -3 | 5 | -10
COc1ccc(Cn2nnnc2CN2CCOCC2)cc1 | 100 | -21 | nt | 88 | -1.2 | 10 | 0 | -44 | 0 | -1
N#C/C(=C(/O)COC(=O)CCCNC(=O)c1ccc(Cl)cc1)c1nc2ccccc2[nH]1 | 64 | 13 | 0 | 62 | -1.3 | 2 | 0 | -86 | -3 | -3
O=C(CNCC1CCCO1)Nc1ccccc1N1CCCCCC1 (centres undefined) | 90 | 3 | nt | 88 | -4.6 | 4 | 2 | -2 | -3 | -7
Cc1ccc(-n2c(C)cc(C(=O)COC(=O)C3=NNC(=O)CC3)c2C)cc1 | 94 | 21 | 4 | 95 | -3.2 | 29* | 0 | -19 | -31 | -3
Cc1ncc([N+](=O)[O-])n1CCOC(=O)Nc1ccc([N+](=O)[O-])cc1 | 65 | -2 | 1 | 98 | -2.3 | 10 | -1 | -8 | nt | -5
C=C(C)C1CC=C(C)/C(=N/NC(=O)c2cccc([N+](=O)[O-])c2)C1 (centres undefined) | 86 | 7 | 2 | 90 | -1.0 | 9 | 2 | -37 | nt | 3
Cc1cc(C)cc(N2CC(C(=O)O)CC2=O)c1 (centres undefined) | 87 | 8 | 1 | 93 | -1.1 | 1 | 12 | -27 | -5 | 0
Cc1ccc(C)c(Cn2c(CO)nc3ccccc32)c1 | 83 | 7 | -1 | 80 | -1.6 | 11 | 7 | -52 | -8 | -5
Cc1ncc(CO)c2cc(C(N)=O)c(=Nc3ccccc3)oc12 | 107 | 6 | -2 | 95 | -2.1 | 48* | -3 | -35 | 11 | -17
COC(=O)C(Cc1ccccc1)NC(=O)CSc1nc(N)cc(=O)[nH]1 (centres undefined) | 100 | -5 | 3 | 98 | -0.1 | 5 | 2 | -9 | nt | -4
CC(=O)Oc1ccc(C(=O)Nc2cc(NC(=O)c3ccc(OC(C)=O)cc3)cc(C(=O)NC(C)(C)C)c2)cc1 | 96 | -6 | -3 | 95 | -2.5 | 15 | 0 | -16 | -39 | -2
COc1ccc(-c2cc(-c3ccccc3)nc(SCC(=O)Nc3nccs3)c2C#N)cc1 | 37 | -1 | -8 | 44 | -3.5 | 19 | 0 | -19 | nt | -6
Cn1nnnc1SCC(=O)Nc1ccccc1Cc1ccccc1 | 93 | 5 | -1 | 114 | -0.1 | 4 | -1 | -45 | nt | 0
COc1ccc(O[C@H]2C=C[C@@H](c3ccccc3)O[C@@H]2CO/N=C(\C)CCN2CCc3nc(-c4ccccc4)c(-c4ccccc4)cc3C2)cc1 | 63 | 2 | nt | 66 | -1.1 | 14 | 4 | -53 | 8 | 11
COc1ccccc1Nc1nc(-c2sc(NC(=O)c3ccc([N+](=O)[O-])cc3)nc2C)cs1 | 38 | -4 | nt | 23 | -0.9 | 2 | -3 | -19 | -6 | -8
CC1CN(CCOc2ccc(Cl)cc2Cl)CC(C)O1 (centres undefined) | 80 | 2 | -3 | 78 | -1.4 | 10 | 5 | -5 | 10 | 0
O=C1CCCN1CN(C(=O)c1ccc2c(c1)OCO2)c1cccc(Cl)c1 | 85 | -3 | 0 | 90 | -2.6 | 10 | 6 | -35 | nt | -22
Cc1ccccc1NC(=O)CSC1=NCCN1 | 91 | 8 | nt | 86 | 5.5* | 0 | -1 | -37 | nt | 0
CCCCN1C2=NCCCN2c2ccccc21 | 68 | -9 | nt | 72 | -2.6 | 4 | 1 | -14 | 14 | -19
Cc1ccc(C(=O)CSc2nnnn2C(C)C)c(C)c1 | 77 | 6 | 0 | 90 | -0.2 | 4 | 4 | -20 | -30 | -13
O=[N+]([O-])c1cccc(CN(CCO)Cc2ccccc2)c1 | 93 | -3 | -2 | 97 | -1.9 | 17 | 0 | -35 | 16 | -7
Cc1c(C)c2ccc(OS(C)(=O)=O)cc2oc1=O | 91 | 3 | -2 | 86 | 2.1 | 13 | 2 | -21 | nt | -1
CC(NC(=O)Cc1ccccc1)c1cc2c(cc1Br)OCCCO2 (centres undefined) | 91 | 2 | 0 | 92 | -0.9 | 6 | 2 | -3 | 8 | 2
Cc1c(C(=O)N2CCC(C(N)=O)CC2)sc(N)c1C#N | 105 | 0 | 1 | 103 | -0.8 | 6 | 1 | 1 | nt | -13
CC1N(O)C(C)(C)C(c2ccccc2)=[N+]1[O-] (centres undefined) | 91 | 1 | nt | 102 | -1.2 | 12 | -2 | 12 | 4 | nt
CCNC(=O)NC(=O)C(C)OC(=O)C1CCN(S(=O)(=O)c2ccccc2F)CC1 (centres undefined) | 94 | 0 | -8 | 88 | -1.6 | 23 | 2 | 6 | nt | 2
C=CCSc1n[nH]c(-c2ccc(OC)cc2)n1 | 107 | 3 | 0 | 95 | -0.4 | 13 | 1 | -17 | -1 | -19
CC(C)CC(OC(=O)c1cccs1)C(=O)NCc1ccco1 (centres undefined) | 99 | -9 | 0 | 93 | -1.4 | 15 | -2 | -46 | -6 | -8
NNC(=O)C=C1CCN(c2ncc(C(F)(F)F)cc2Cl)CC1 | 82 | -9 | 0 | 69 | 0.7 | 20 | 2 | -46 | -29 | -5
Nn1c(-c2cccc(Br)c2)n[nH]c1=S | 93 | -2 | -1 | 98 | -1.3 | 4 | 1 | -13 | 24 | -9

Source: PubChem (several laboratories)
